zfTRPN1 agonist: zebrafish TRPN1 (NompC) channel agonism | activation, % at 3 µM | 220,000 tested, 0.18% active | HEK293 zebrafish TRPN1-YFP, Fluo-8 calcium fluorescence; 100% = response to 87 µM carbachol;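 active = activation above its plate's cutoff, the mean activation of test wells on that plate plus 3 SD, cut at about 19% in these data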;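 note: 0% = DMSO alone and 100% = 87 µM carbachol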
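Material: zebrafish TRPN1-YFP in HEK293 cells. Doses: one dose of 3 µM, 0.3% DMSO. Incubation: dye 1 h 37 °C plus 30 min RT. Measured by: intracellular calcium fluorescence with Fluo-8.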
EP2 mod: modulators of human EP2 prostaglandin E2 receptor; P43116; EP2-expressing cells, cAMP HTRF FRET, PGE2 co-stimulation; induction, % at 25 µM; 260,000 tested, 0.83% active;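 active = compounds whose cAMP rise, as percent of the full-agonist control response, exceeds 60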;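 note: rat C6 glioma line stably carrying human EP2 under a CMV promoter; the protocol text gives 20 µM as final concentration; 100% = response of wells given 1 µM PGE2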
Target sequence (P43116 whole entry, looked up): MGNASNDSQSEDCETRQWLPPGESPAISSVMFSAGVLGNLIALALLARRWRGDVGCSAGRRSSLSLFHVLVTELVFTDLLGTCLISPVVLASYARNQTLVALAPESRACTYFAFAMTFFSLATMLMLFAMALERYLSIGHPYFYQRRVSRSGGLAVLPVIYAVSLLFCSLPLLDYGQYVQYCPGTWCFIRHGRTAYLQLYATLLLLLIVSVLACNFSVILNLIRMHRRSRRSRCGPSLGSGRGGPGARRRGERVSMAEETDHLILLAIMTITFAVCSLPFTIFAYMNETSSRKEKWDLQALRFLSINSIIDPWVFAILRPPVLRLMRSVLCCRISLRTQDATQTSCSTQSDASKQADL
TRPML3 ag: agonists of human TRPML3 channel; Q8TDD5; activation, % at 3 µM; HEK293 TRPML3-YFP, Fluo-8 calcium fluorescence; 100% = the carbachol control signal; 220,000 tested, 0.29% active; AID 1448;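 active = activation above its plate's cutoff, the mean activation of the plate's test wells plus 3 SD, cut at about 12% in these data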;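 note: 0% = DMSO only wells and 100% = carbachol wells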
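Test system: TRPML3-YFP stable HEK293 cells. Doses: single point at 3 µM. Incubation: dye loading 1 h 37 °C then 30 min ambient, 125 s read. Signal: Fluo-8 calcium dye fluorescence, ex 470-495, em 515-575 nm. Measure: percent activation from peak-to-basal fluorescence ratio, scaled between DMSO and carbachol.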
CHOP inh: blocks CHOP induction under ER stress | CHO-K1 CHOP-promoter luciferase, tunicamycin-induced, 15-18 h | inhibition, % at 10 µM | 220,000 tested, 3.8% active | AID 2732;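 active = compounds that reduced the stress-induced luciferase reporter signal by more than about 70% of percent inhibition, limit read from the data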;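 note: 0% = tunicamycin plus vehicle and 100% = wells without tunicamycin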
NPY-Y1 antag: NPY-Y1 (human) receptor antagonism; AID 1040; HEK293-CNG Y1 cells, membrane potential fluorescence; NPY at EC95, then isoproterenol; inhibition, % at 3.6 µM; 200,000 tested, 1% active;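 active = inhibition above the campaign mean inhibition of all tested compounds plus 3 SD, cut at about 20% in these data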;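 note: 0% = DMSO wells given NPY plus isoproterenol and 100% = isoproterenol alone without NPY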
Target sequence (P25929 whole entry, looked up): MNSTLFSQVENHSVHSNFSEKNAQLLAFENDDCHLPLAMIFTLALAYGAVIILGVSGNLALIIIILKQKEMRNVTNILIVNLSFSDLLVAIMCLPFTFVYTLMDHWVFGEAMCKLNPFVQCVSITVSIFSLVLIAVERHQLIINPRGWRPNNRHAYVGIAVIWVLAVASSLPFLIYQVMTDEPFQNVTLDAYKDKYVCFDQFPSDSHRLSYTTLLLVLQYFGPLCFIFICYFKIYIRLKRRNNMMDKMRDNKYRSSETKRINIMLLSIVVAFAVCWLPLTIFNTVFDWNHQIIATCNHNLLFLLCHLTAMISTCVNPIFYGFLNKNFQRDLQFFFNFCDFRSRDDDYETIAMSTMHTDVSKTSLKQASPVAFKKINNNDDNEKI
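Material: HEK293 cells co-expressing NPY Y1 receptor and cyclic-nucleotide gated channel. Timing: compound incubation 1 h at room temperature, readout 45 min post-stimulation. Signal: fluorescence, membrane potential probe.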
14-3-3 Bad inh: disrupts binding of bovine 14-3-3 zeta to phospho-Bad peptide. P63103. inhibition, % at 21.7 µM. TR-FRET 14-3-3zeta/Dy647-pBad peptide displacement, 1 h. 220,000 tested, 0.71% active;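 active = inhibition above about 70%, limit read from the data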;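 note: 0% = full 14-3-3 plus peptide FRET controls and 100% = background without 14-3-3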
Target sequence (P63103 whole entry, looked up): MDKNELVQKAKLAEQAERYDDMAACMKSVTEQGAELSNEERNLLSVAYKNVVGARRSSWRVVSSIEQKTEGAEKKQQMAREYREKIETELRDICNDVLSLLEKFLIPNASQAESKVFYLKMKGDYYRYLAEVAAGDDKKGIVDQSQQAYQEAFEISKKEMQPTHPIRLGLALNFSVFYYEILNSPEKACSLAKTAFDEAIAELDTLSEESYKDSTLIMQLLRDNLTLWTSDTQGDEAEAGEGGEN
PPC-1+TRAIL kill: kills PPC-1 cancer cells in the presence of TRAIL; PPC-1 cells + TRAIL, ATPLite viability luminescence; cell killing (% activity), % at 4 µM; 220,000 tested, 0.41% active;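 active = cell killing above 50% in the first pass at 4 µM, then a duplicate retest at 5 µM averaging 50% or more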;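 note: plate controls were cells with TRAIL plus DMSO for no effect and medium-only wells lacking cells for full effect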
PGE2 EP2 inh: inhibitors of human EP2 prostaglandin E2 receptor. 260,000 tested, 0.52% active. C6 glioma cells expressing human EP2, cAMP TR-FRET; cells stimulated with saturating PGE2. inhibition, % at 25 µM. AID 1422;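 active = percent inhibition above 40 after rounding to a whole number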;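 note: rat C6 glioma host cells with rolipram phosphodiesterase inhibitor present; the protocol text gives 20 µM as final concentration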
NPY-Y1 PAM-ag: potentiates or activates human NPY-Y1 receptor; activation, % at 3.6 µM; 220,000 tested, 0.37% active; AID 1304; NPY-Y1 expressing cells, potentiator/agonist activation; in the data active = activation above about 33%, passing the limit was not always enough;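 note: cells stimulated with NPY at EC10 then isoproterenol at EC100; 0% = low agonist plus stimulus and 100% = saturating agonist plus stimulus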
Numbers without * were called inactive; . = not tested or not shown; & = joins results of further samples; [ ] = another dose, or the depositor's remark. An excerpt. The share of hits here may be higher or lower than overall.

Every second line gives: zfTRPN1 agonist | EP2 mod | TRPML3 ag | CHOP inh | NPY-Y1 antag | 14-3-3 Bad inh | PPC-1+TRAIL kill | PGE2 EP2 inh | NPY-Y1 PAM-ag
- CCCCn1c(SCc2cccnc2)nc2c1c(=O)n(C)c(=O)n2C
→ -0.5 | 11 | 0.1 | -14 | 3 | 1 | 10 | 5 | 9
- CCCCn1c(=O)[nH]c2nc3cc(NC(C)=O)ccc3nc2c1=O
→ 0.3 | 3 | -0.1 | -5 | . | 11 | 10 | 8 | -12
- COc1cccc(C2Nc3cc(Cl)c(S(N)(=O)=O)cc3S(=O)(=O)N2)c1 (centres undefined)
→ -0.1 | -34 | 0.8 | 42 | 2 | -2[fluorescence artefact?] | 6 | . | 17
- COc1ccc(N2CCN(C(=O)c3ccc(C(C)(C)C)cc3)CC2)cc1
→ -1.3 | 3 | -0.5 | 85* | 3 | 42 | 20 | 7 | -12
- CCCCOC(=O)C(C)Nc1n[nH]c(=O)[nH]c1=O (centres undefined)
→ -0.6 | -14 | 0.5 | 2 | -8 | -12 | 16 | 10 | -25
- Cc1ccc(S(=O)(=O)NCC(=O)N/N=C/c2ccc(Cl)cc2Cl)cc1
→ -1.5 | -4 | -0.6 | 38 | 6 | 4 | 1 | 6 | -14
- Cc1ccc(N=Cc2cc3c(cc2O)OC(N)=C(C#N)C3c2ccccc2)cc1 (centres undefined)
→ -0.3 | 34 | 0.6 | 99* | 1 | -1[fluorescence artefact?] | 4 | 24 | -9
- COc1ccc(CSc2nnnn2-c2ccccc2)cc1
→ -0.9 | 9 | -0.2 | 33 | 1 | -5 | -10 | . | -2
- O=C(CSc1nnc2c(n1)[nH]c1ccc(F)cc12)N1CCOCC1
→ 0.8 | -2 | 1.1 | -4 | 2 | -6 | 4 | 5 | 1
- CC(C)(C)c1ccc(-c2nc(C=O)c3ccccn23)cc1
→ -3.3 | 4 | 1.6 | 24 | 2 | -7 | 9 | . | -8
- Cc1nc(C(=O)NNC(=O)c2ccc(Cl)cc2)c(C(F)(F)F)o1
→ -0.2 | 23 | 1.2 | -2 | . | -1 | -4 | 10 | -3
- CC12CCC(c3c(C(=O)Nc4nccs4)nn(-c4ccccc4)c31)C2(C)C (centres undefined)
→ -0.7 | 32 | 0.7 | 64 | -9 | -6 | 4 | 10 | -5
- Cc1ccc(C)c(NC(=O)/C(C#N)=C/c2cn(CC(=O)NCc3ccco3)c3ccccc23)c1
→ 0.2 | 15 | 0.5 | 106* | 12 | 11 | 12 | 5 | -4
- NC(=O)SCC(=O)Nc1ccccc1C(=O)O
→ 0.0 | 14 | 0.2 | 1 | . | -3 | -10 | 9 | -6
- Cc1cc(C)nc(NCCO)n1
→ 1.9 | 19 | 1.0 | 19 | -3 | -14 | 7 | 15 | 5
- Nc1ccc2nc(SCC(=O)N3CCOCC3)sc2c1
→ -0.4 | -12 | 1.0 | -8 | 2 | -2 | 6 | 9 | -2
- CCC(=O)Nc1ccc(NC(=O)CSc2nnnn2CC)cc1C
→ 0.0 | 2 | -0.4 | 10 | 2 | -12 | -5 | 14 | -3
- COc1ccc(/C=C2\N=C3CCCCCN3C2=O)cc1OC
→ -0.9 | 11 | -0.1 | 4 | 10 | -2 | -16 | 13 | 1
- Cc1ccc2nc3c(cc2c1)c(NC(=O)c1ccccn1)nn3CC(C)C
→ 0.1 | 0 | 0.8 | 41 | -2 | 6 | 0 | 8 | 2
- C/C(=N\NC(=O)C(=O)N/N=C(\C)c1cccc(O)c1)c1cccc(O)c1
→ 1.1 | -23 | 0.6 | 1 | 1 | 44 | 11 | 8 | -16
- CN1C(C(=O)NCCc2cccs2)CC2Cn3c(nc4ccccc43)C21 (centres undefined)
→ . | -27 | . | 3 | . | 4 | 10 | 14 | .
- O=C(CN(c1ccc(F)cc1)S(=O)(=O)c1ccc2c(c1)OCCO2)NCc1ccccc1
→ -0.3 | -17 | 0.1 | 15 | 5 | 11 | 1 | 13 | -11
- CCNC(=O)OCc1cn(-c2ccc(Cl)cc2)nn1
→ 0.1 | -36 | 0.7 | -9 | 2 | -6 | 5 | 2 | 5
- O=C(Nc1ccsc1C(=O)NC1CC1)c1ccccc1
→ 0.3 | 0 | 0.0 | 19 | -2 | -5 | 8 | 12 | -33
- CC(NC(=O)/C(C#N)=C/c1ccc(Cl)c([N+](=O)[O-])c1)c1ccccc1 (centres undefined)
→ 0.2 | -15 | -0.4 | 105* | 2 | 4 | 7 | 69* | 19
- Cn1nnc2cc(C(=O)Nc3ccc4ccccc4c3)ccc21
→ 1.9 | -11&-26 | 1.1 | -3 | 1 | -8 | -6 | 7&6 | -5
- O=C(COC(=O)/C=C/c1ccccc1[N+](=O)[O-])NCC1CCCO1 (centres undefined)
→ -0.8 | 5 | 1.1 | 18 | 2 | -4 | 12 | 5 | 5
- COc1ccc(CNC(=O)COC(=O)[C@H](Cc2c[nH]c3ccccc23)NC(=O)c2cccs2)cc1
→ -0.9 | -7 | 0.4 | -4 | 11 | 2 | 24 | 36 | -7
- O=C(Nc1ccccc1C(=O)O)c1ccc(Br)o1
→ -0.9 | -3 | 0.7 | 6 | 0 | 5 | 1 | 0 | -15
- O=C(NCCC1=CCCCC1)c1ccc([N+](=O)[O-])cc1
→ -1.1 | 1 | 0.3 | 21 | 2 | -7 | 10 | 6 | -10

Next section (five carried over from the part before).
Every second line gives: zfTRPN1 agonist | EP2 mod | TRPML3 ag | CHOP inh | NPY-Y1 antag | 14-3-3 Bad inh | PPC-1+TRAIL kill | PGE2 EP2 inh | NPY-Y1 PAM-ag
- Cn1nnc2cc(C(=O)Nc3ccc4ccccc4c3)ccc21
→ 1.9 | -11&-26 | 1.1 | -3 | 1 | -8 | -6 | 7&6 | -5
- O=C(COC(=O)/C=C/c1ccccc1[N+](=O)[O-])NCC1CCCO1 (centres undefined)
→ -0.8 | 5 | 1.1 | 18 | 2 | -4 | 12 | 5 | 5
- COc1ccc(CNC(=O)COC(=O)[C@H](Cc2c[nH]c3ccccc23)NC(=O)c2cccs2)cc1
→ -0.9 | -7 | 0.4 | -4 | 11 | 2 | 24 | 36 | -7
- O=C(Nc1ccccc1C(=O)O)c1ccc(Br)o1
→ -0.9 | -3 | 0.7 | 6 | 0 | 5 | 1 | 0 | -15
- O=C(NCCC1=CCCCC1)c1ccc([N+](=O)[O-])cc1
→ -1.1 | 1 | 0.3 | 21 | 2 | -7 | 10 | 6 | -10
- CCNC(=S)N/N=C/c1ccc(-c2ccccc2)o1
→ -1.9 | -7 | -1.2 | 19 | 9 | -8 | 14 | 2 | -11
- O=C(N1CCN(c2cccc(Cl)c2)CC1)C1(S(=O)(=O)c2ccc(Cl)cc2)CC1
→ -1.2 | 0 | -0.2 | 49 | 7 | -2 | 14 | 15 | -11
- CCOc1ccc(NC(=O)CSc2nc3nc4c(cc3c(=O)n2CC)COC(C)(C)C4)cc1
→ -0.6 | 19 | 0.1 | 26 | . | 0 | -17 | 7 | -20
- COc1ccc(-c2ccc(-c3noc(-c4ccccc4OC)n3)c(OC)n2)cc1
→ 0.7 | 30 | 0.0 | 12 | 8 | -5[fluorescence artefact?] | 10 | 8 | -3
- COc1cc(C2SCC(=O)N2CCN2CCCCC2)ccc1O (centres undefined)
→ 0.1 | -16 | 1.4 | -23 | -3 | 9 | 27 | 4 | -5
- Cc1nc(-c2ccc(S(=O)(=O)Nc3cc(S(=O)(=O)N(C)C)ccc3C)s2)cs1
→ 1.7 | 2 | 0.8 | 2 | . | -3 | 13 | 14 | 8
- COC(=O)c1ccc(COC(=O)CNC(=O)c2ccco2)cc1
→ 0.5 | 16 | 1.1 | 32 | 9 | 4 | 18 | 18 | 0
- COc1ccccc1Nc1nc(N)nc(CN2CC(C)CC(C)C2)n1 (centres undefined)
→ 0.1 | -13 | 0.1 | -1 | 9 | 7 | 10 | 4 | -17
- COCC(C)NCc1cccc(OC)c1OC (centres undefined)
→ -1.1 | 11 | 0.3 | 48 | 7 | 49[fluorescence artefact?] | 19 | 11 | -6
- Cn1c(=O)oc2cc(S(=O)(=O)NCCC(=O)N3CCc4ccccc4C3)ccc21
→ -1.3 | -13 | 0.6 | 32 | -2 | -6 | -12 | 7 | -12
- Cc1ccc(C(=O)Nc2ccc(C)c(S(=O)(=O)N(C)C)c2)s1
→ 3.1 | -41 | 1.3 | 11 | 3 | -3 | 34 | 7 | 20
- O=C(c1ccc(Oc2ccc(C(F)(F)F)cn2)cc1)N1CCN(c2ccccc2)CC1
→ 1.2 | -48 | 2.1 | 20 | 5 | 3 | 11 | 7 | -20
- CCOC(=O)c1c(C)n2c3c(cc(C)cc13)CCC2
→ -0.4 | 26 | 0.7 | 21 | 10 | -7 | 26 | 4 | -26
- Cc1nnc(SCC(=O)NC(=O)NC(C)(C)C)n1N
→ 1.1 | 18 | 1.1 | 16 | -3 | -8 | 16 | 13 | -7
- Cc1cc(=O)oc(C)c1C(=O)NCCCN1C(C)CCCC1C (centres undefined)
→ 2.0 | -2 | 0.7 | 6 | 2 | 8 | -4 | 7 | 8
- C=CCNC(=O)c1ccccc1NC(=O)c1ccc(Cl)c(S(=O)(=O)Nc2cc(C)ccc2C)c1
→ -0.3 | -7 | -1.1 | 21 | 8 | 4 | -15 | 7 | -23
- CC(=O)Nc1ccc(Nc2nc(Cl)nc(Nc3ccc(NC(C)=O)cc3)n2)cc1
→ 1.0 | -7 | 0.1 | 2 | 12 | -8 | . | 8 | 2
- COc1ccc(-c2noc(CN(C)C(=O)Nc3ccccc3)n2)cc1
→ 1.6 | -30 | 1.2 | 12 | -2 | -3 | 13 | 6 | -8
- FC(F)c1nnc2c(Cl)cc(C(F)(F)F)cn12
→ 1.2 | -9 | 0.4 | -18 | -5 | 4 | 24 | 7 | 1
- O=C(O)/C=C/C(=O)Nc1ccccc1SC(F)(F)F
→ 0.3 | 19 | 1.4 | -32 | 2 | 12 | -8 | 10 | -12
